All columns: NCI-60 one-dose screen, growth in % after 48 h at 10 µM unless noted; 100 = growth as untreated, 0 = no growth, -100 = all killed.
NCI-H522 = NCI-H522 lung cancer | actives 8% (n = 78,000) | AID 1794739
NCI-H322M = NCI-H322M lung cancer; actives 2.7% (n = 80,000)
OVCAR-8 = OVCAR-8 ovarian cancer. actives 4.4% (n = 81,000). AID 1794782
NCI-H23 = NCI-H23 lung cancer; actives 4% (n = 80,000)
NCI/ADR-RES = NCI/ADR-RES ovarian cells; actives 4.4% (n = 81,000); AID 1794790
NCI-H226 = NCI-H226 lung cancer | actives 3.5% (n = 79,000)
NCI-H460 = NCI-H460 lung cancer; actives 6.8% (n = 82,000)
OVCAR-3 = OVCAR-3 ovarian cancer; actives 7% (n = 79,000)
OVCAR-5 = OVCAR-5 ovarian cancer | actives 2.9% (n = 82,000) | AID 1794783
* = called active by the depositor; . = no result given; & = joins results of further samples; [ ] = remark or other dose. Rule for the calls: active = growth percent below 10; inactive = the rest.

SMILES | NCI-H522 | NCI-H322M | OVCAR-8 | NCI-H23 | NCI/ADR-RES | NCI-H226 | NCI-H460 | OVCAR-3 | OVCAR-5
Cc1cc(-c2ccc(O)c(C)c2)ccc1O | 103 | 114 | 100 | 100 | 105 | 114 | 108 | 116 | 112
CC(C)(NC(=O)c1ccccc1[N+](=O)[O-])C(=O)O | 87 | 100 | 103 | 98 | 103 | 97 | 110 | 112 | 96
Oc1ccccc1-c1nc(Br)cn2ccnc12 | 96 | 107 | 98 | 98 | . | 86 | 100 | 104 | 93
CCCC/C=C\C/C=C\CCCCCCCCc1nc(-c2cc(OC)c(OC)c(OC)c2)no1 | 88 | 98 | 101 | 96 | 99 | 93 | 102 | 117 | 98
C=CC(O)C(C)C(=O)O (centres undefined) | 98 | 111 | 93 | 87 | 99 | 115 | 114 | 110 | 104
CCOCCOCCN1CNc2[nH]c(=S)[nH]c(=O)c2C1 | 102 | 101 | 101 | 98 | 103 | 92 | 107 | 104 | 109
CCC(SCC(N)=O)(C(N)=O)C(C)C (centres undefined) | 105 | 92 | 101 | 100 | 106 | 107 | 102 | 109 | 101
O=c1[nH]n(-c2nnc3n2N=C(c2ccc(Br)cc2)CS3)c(=O)c2ccccc12 | 87 | 87 | 101 | 93 | 99 | 102 | 105 | 110 | 96
Cc1cc(=O)oc2cc(OCCCOc3ccc(/C=C/C(=O)Nc4ccccc4N)cc3)ccc12 | -14* | 55 | 44 | 45 | 21 | 18 | 14 | 5.7* | 38
Nc1nc2c(C(=O)Nc3ccc(Cl)cc3)c(Nc3ccc(Cl)cc3)nn2cc1-c1nc2ccccc2s1 | 98 | 108 | 114 | 107 | 105 | 89 | 114 | 107 | 107
Cc1ccc(NC(=O)c2sc3nc(-c4cccs4)ccc3c2N)cc1F | 95 | 105 | 98 | 99 | 96 | 90 | 93 | 96 | 93
COc1ccc(CCN(C)CCCC(C#N)(c2ccc(OC)c(OC)c2)C(C)C)cc1OC (centres undefined) | . | . | . | . | 86&92&87 | . | . | . | .
CC(=O)OC1C[N+](C)(C)CCCC1(c1ccccc1)c1ccccc1 (centres undefined) | 89 | 103 | 92 | 97 | 100 | 97 | 105 | 104 | 97
OCCN(Cc1ccccc1)Cc1ccccc1 | 94 | 99 | 108 | 101 | 98 | 98 | 109 | 109 | 47
Cc1c(O)cc(-c2cnc(N/N=C\c3ccc(Cl)cc3)s2)c(O)c1C | 65 | 97 | 61 | 91 | 80 | 87 | 100 | 90 | 102

Retrieved one by one from the list above, 5 records:
SMILES | NCI-H522 | NCI-H322M | OVCAR-8 | NCI-H23 | NCI/ADR-RES | NCI-H226 | NCI-H460 | OVCAR-3 | OVCAR-5
CC(C)(NC(=O)c1ccccc1[N+](=O)[O-])C(=O)O | 87 | 100 | 103 | 98 | 103 | 97 | 110 | 112 | 96
CCCC/C=C\C/C=C\CCCCCCCCc1nc(-c2cc(OC)c(OC)c(OC)c2)no1 | 88 | 98 | 101 | 96 | 99 | 93 | 102 | 117 | 98
CCOCCOCCN1CNc2[nH]c(=S)[nH]c(=O)c2C1 | 102 | 101 | 101 | 98 | 103 | 92 | 107 | 104 | 109
CCC(SCC(N)=O)(C(N)=O)C(C)C (centres undefined) | 105 | 92 | 101 | 100 | 106 | 107 | 102 | 109 | 101
CC(=O)OC1C[N+](C)(C)CCCC1(c1ccccc1)c1ccccc1 (centres undefined) | 89 | 103 | 92 | 97 | 100 | 97 | 105 | 104 | 97

By substructure, the compounds so far with four or more nitrogen atoms (three)
SMILES | NCI-H522 | NCI-H322M | OVCAR-8 | NCI-H23 | NCI/ADR-RES | NCI-H226 | NCI-H460 | OVCAR-3 | OVCAR-5
CCOCCOCCN1CNc2[nH]c(=S)[nH]c(=O)c2C1 | 102 | 101 | 101 | 98 | 103 | 92 | 107 | 104 | 109
O=c1[nH]n(-c2nnc3n2N=C(c2ccc(Br)cc2)CS3)c(=O)c2ccccc12 | 87 | 87 | 101 | 93 | 99 | 102 | 105 | 110 | 96
Nc1nc2c(C(=O)Nc3ccc(Cl)cc3)c(Nc3ccc(Cl)cc3)nn2cc1-c1nc2ccccc2s1 | 98 | 108 | 114 | 107 | 105 | 89 | 114 | 107 | 107

Continued.
SMILES | NCI-H522 | NCI-H322M | OVCAR-8 | NCI-H23 | NCI/ADR-RES | NCI-H226 | NCI-H460 | OVCAR-3 | OVCAR-5
Nc1nc(-c2nnc(Nc3ccc(Oc4ccccc4)cc3)s2)cs1 | 78 | 109 | 104 | 102 | 104 | 105 | 107 | 107 | 113
CC(=O)Nc1nc(OC(C)=O)c(Cc2ccc(C)cc2)s1 | 76 | 110 | 101 | 99 | 101 | 96 | 103 | 106 | 114
CCCCCC(=O)NC1C(O)OC(CO)C(O)C1O (centres undefined) | 82 | 101 | 92 | 94 | 98 | . | 104 | 107 | 108
O=[N+]([O-])c1ccc(OCCCCBr)c(Cl)c1 | 87 | 103 | 109 | 95 | 103 | 98 | 93 | 113 | 113
COc1cc(-c2noc(-c3cc(OC)c(OC)c(OC)c3)n2)cc(OC)c1OC | 75 | 100 | 88 | 87 | 92 | 91 | 92 | 109 | 101
COC1=CC(=O)OC(C)C1 (centres undefined) | 95 | 101 | 106 | 99 | 112 | 98 | 107 | 108 | 100
N#C/C(=C/NC(=S)N=Nc1c(O)[nH]c2ccccc12)C(N)=O | 104 | 103 | 106 | 92 | 101 | 97 | 107 | 99 | 105
CCCCCCCCCCCCS(=O)CC(C)O (centres undefined) | 95 | 119 | 103 | 115 | 117 | 110 | 111 | 120 | 103
C=C1CCc2occ(C)c2[C@H]2[C@H]1[C@@]13O[C@@]1(C[C@@H](C)C3=O)[C@H]1O[C@@]21C | 88 | 94 | 101 | 99 | 108 | 98 | 107 | 110 | 109
COc1ccc(/C=C2\N=C3SC=C(/N=c4\scc(-c5ccccc5)n4-c4ccccc4)N3C2=O)cc1 | 88 | 102 | 106 | 98 | 104 | 98 | 105 | 103 | 112
O=C1OC(c2ccc(Cl)c(Cl)c2)=C/C1=C/c1ccccc1[N+](=O)[O-] | 98 | 97 | 102 | 103 | 107 | 96 | 111 | 102 | 105
O=C(OCCN1CCCCC1)c1noc2cc([N+](=O)[O-])ccc12 | 88 | . | 100 | 98 | 100 | 110 | 106 | 110 | 111
O=C(CC1c2ccccc2NC(=O)N1Cc1ccccc1)Nc1ccccc1 (centres undefined) | 88 | 97 | 107 | 105 | 91 | 88 | 104 | 105 | 109
C=C(C)[C@@H]1CC[C@]2(C(=O)N3CCNCC3)CC[C@]3(C)[C@H](CC[C@@H]4[C@@]5(C)CCCNC(C)(C)[C@@H]5CC[C@]43C)[C@@H]12 | 89 | 108 | 103 | 96 | 100 | 94 | 80 | 96 | 102
O=C1C(Cl)C(c2ccccc2Br)N1n1cnnc1 (centres undefined) | 90 | 101 | 94 | 98 | 102 | 99 | 100 | 99 | 101
NN(Cc1ccccc1)Cc1ccccc1 | 106 | 116 | 107 | 101 | 103 | 136 | 101 | 99 | 100
C/C(=N/NC(N)=S)c1sc(Nc2ccccc2)nc1C | 86 | 96 | 90 | 89 | 95 | 90 | 107 | 115 | 106
O=S(=O)(N/N=c1\oc2ccccc2cc1-c1cc2ccccc2[nH]1)c1ccc(Cl)cc1 | 85 | 84 | 92 | 85 | 94 | 76 | 96 | 94 | 92
N#Cc1ccc2c(c1)OCO2 | 91 | 99 | 107 | 96 | 101 | 113 | 108 | 105 | 105
CCNC1CN(CCCOC)S(=O)(=O)c2sc(S(N)(=O)=O)cc21 (centres undefined) | 114 | 91 | 95 | 100 | 99 | 98 | 104 | 107 | 102
C=C(Cl)COC(=S)S | . | 95 | 107 | 109 | 113 | 104 | 114 | 114 | 103
Cc1ccc(Nc2ncc(Cc3cccc(Cl)c3Cl)s2)cc1 | 87 | 101 | 99 | 98 | 100 | 95 | 95 | 105 | 97
Cc1cc(C)[nH]n1 | 89 | 112 | 100 | 98 | 103 | 114 | 113 | . | 97
COc1cccc(/C=N\NC(=O)CCCC(=O)N/N=C/c2cccc(OC)c2)c1 | 132 | 125 | 107 | 109 | 115 | 108 | 115 | 117 | 109
O=C(CC1Sc2ccccc2NC1=O)NNc1ccc(Cl)c(Cl)c1 (centres undefined) | . | 86 | 108 | 90 | 103 | 95 | 111 | 86 | 96
Cc1ccc(S(=O)(=O)n2ccc3c2CC[C@H]2C(=O)N(N(C)C)C(=O)[C@@H]32)cc1 | 55 | 102 | 95 | 102 | 99 | 91 | 100 | 104 | 100
CCCCCCCCCCCCCCCCCC1=NC(C)(C)CN1CC(C)O (centres undefined) | 26 | 71 | 47 | 85 | 70 | 102 | 4.2* | 47 | 89
Cc1ccc(OC(=O)c2ccc(Cl)cc2)cc1 | 76 | 98 | 97 | 99 | 107 | 97 | 111 | 100 | 97
CC1=CC(C)(C)NC(=S)N1c1ccc(S(=O)(=O)O)c2cccc(S(=O)(=O)O)c12 | . | 127 | 114 | 101 | 110 | 100 | 110 | 100 | 105
CN(C)CCn1c2ccc(N)cc2c2nc3ccccc3nc21 | 30 | 35 | 36 | 28 | 28 | 34 | 6.3* | 37 | 41

Overlap with the part before: 2 compounds; new compounds follow.
SMILES | NCI-H522 | NCI-H322M | OVCAR-8 | NCI-H23 | NCI/ADR-RES | NCI-H226 | NCI-H460 | OVCAR-3 | OVCAR-5
CC1=CC(C)(C)NC(=S)N1c1ccc(S(=O)(=O)O)c2cccc(S(=O)(=O)O)c12 | . | 127 | 114 | 101 | 110 | 100 | 110 | 100 | 105
CN(C)CCn1c2ccc(N)cc2c2nc3ccccc3nc21 | 30 | 35 | 36 | 28 | 28 | 34 | 6.3* | 37 | 41
O=C(O)c1ccccc1-c1c2ccc(=O)c(Cl)c-2oc2c(Cl)c(O)ccc12 | . | 123 | 112 | 115 | 109 | 105 | 120 | 134 | 104
C[C@H]1[C@H](C)CC[C@]2(C(=O)N3CCN(C)CC3)CC[C@]3(C)C(=CC[C@@H]4[C@@]5(C)Cc6c([nH]c7ccccc67)C(C)(C)[C@@H]5CC[C@]43C)[C@@H]12 | 78 | 87 | 86 | 92 | 90 | 95 | 77 | 85 | 95
O=C(N/N=C/c1c[nH]c2ccccc12)c1cc(-c2ccccc2)on1 | 75 | 83 | 102 | 94 | 84 | 88 | 98 | 103 | 97
COc1cc(-c2nnc(SCc3cccnc3)n2-c2ccc3c(c2)OCO3)cc(OC)c1OC | 70 | 87 | 92 | 96 | 90 | 84 | 106 | 93 | 93
CSc1nc2ccc(C)cc2cc1Cc1cc(-c2ccccc2)n[nH]c1=O | 88 | 91 | 95 | 89 | 88 | 94 | 106 | 106 | 104
Oc1c(C2=NCCc3sccc32)nc2n1CCc1sccc1-2 | 71 | 112 | 94 | 104 | 103 | 87 | 101 | 103 | 111
CCN(CC)c1ccc(\C=N/N=C(N)/C(N)=N\N=C/c2ccc(N(CC)CC)cc2)cc1 | 92 | 105 | 99 | 95 | 101 | 103 | 109 | 115 | 126
CCOc1ccccc1CN1CCc2nc3cc(C(C)(C)C)[nH]n3c(=O)c2C1 | 77 | 101 | 103 | 97 | 92 | . | 107 | 106 | 98
Cc1cc(C(=O)c2cccc(Cl)c2)ccc1O | 102 | 117 | 106 | . | . | 96 | 98 | 107 | 105
CCOc1ccc(N)c([N+](=O)[O-])c1 | 85 | 112 | 95 | 98 | 104 | 97 | 103 | 102 | 108
CCC(C)[C@@H]1NC(=O)[C@@H]2CCCN2C(=O)[C@H](Cc2ccccc2)NC(=O)[C@H](CC(N)=O)NC(=O)[C@H](C(C)CC)NC(=O)[C@@H]2CCCN2C(=O)[C@H](Cc2ccccc2)NC1=O (some centres undefined) | 105 | 115 | 100 | 115 | 115 | 99 | 106 | 127 | 102
Cc1ccnc(NS(=O)(=O)c2ccc(Nc3ccnc(SCC(=O)c4ccc(Cl)cc4)n3)cc2)n1 | 88 | 103 | 93 | 99 | 108 | 92 | 107 | 106 | 106
CCOC(=O)C(CCCCS(=O)(=O)O)C(=O)OCC | 113 | 109 | 110 | 93 | 104 | 96 | 106 | 111 | 91
CC[C@@H](C)[C@H](NC(=O)Cn1cc(CNC(=O)[C@@H](NC(=O)OCc2ccccc2)C(C)C)nn1)C(=O)O | 101 | 108 | 96 | 101 | 105 | . | 110 | 119 | .
CCOC(=O)c1c(NC(=O)c2ccc(Cl)cc2)sc2c(CN(C)C)c(O)ccc12 | 77 | 61 | 48 | 88 | 73 | 96 | 71 | 105 | 95
COc1ccc2cc(-c3nc4c(cnn4-c4ccc(Br)cc4)c(=O)[nH]3)c(OC)nc2c1 | 94 | 98 | 94 | 99 | 89 | 94 | 85 | 111 | 93
COc1ncc(F)c(OC)n1 | 97 | . | 97 | . | 105 | 101 | 108 | 114 | 98
O=C1C[C@@H](c2ccccc2)Oc2c(Cc3ccccc3O)c(O)c(Cc3ccccc3O)c(O)c21 | 73 | 98 | 99 | 88 | 103 | 90 | 94 | 99 | .
Cc1ccc(S(=O)(=O)N(C)c2ccc3c(c2)C(=O)c2ccccc2-3)cc1 | . | 96 | 90 | 95 | 93 | 82 | 102 | 100 | 99
CCCCCN1C=C/C(=C\C(=O)N(C)c2ccc(OC)cc2)c2ccccc21 | 80 | 104 | 95 | 96 | 105 | 94 | 106 | 114 | 102
COc1ccc2nc3cc(Cl)ccc3c(Cl)c2n1 | 83 | 96 | 96 | 88 | 95 | 100 | 101 | 107 | 118
CC=C(C(=O)OCCCCCCCC)C(=O)OCCCCCCCC | 100 | 121 | 101 | 106 | 105 | 100 | 119 | 115 | 113
COc1ccc(Cn2c(NCCN=C(N)N)nc(=O)n(Cc3ccc(F)cc3)c2=O)cc1 | 97&90 | 91&83 | 100&101 | 89&102 | 103&114 | 95&97 | 104&106 | 104&96 | 96&90
Cc1ccc(Nc2nnc(-c3cc(F)c(F)c(F)c3)o2)c(C)c1 | 70 | 54 | 15 | 74 | 41 | 50 | 24 | 79 | 92
[N-]=[N+]=NCc1ncc(-c2ccc(C(F)(F)F)cc2)c(NC2CCCCCC2)n1 | . | 89[50 µM] | 71[50 µM] | 66[50 µM] | 88[50 µM] | 81[50 µM] | 58[50 µM] | 61[50 µM] | 91[50 µM]

Screens from PubChem BioAssay.

Not a hit list. About 11% of those tested had a hit in this group.
